OXTR ag: human OXTR agonists, primary screen, fluorescence, CHO-OTR cells, Fluo-8 calcium. Oxytocin receptor (Homo sapiens), P30559. activation, % at 3 µM. Fluo-8 calcium fluorescence; normalized: DMSO 0%, oxytocin 100%. 0.32% of 320,000 active. AID 2435, 2010;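 active means activation above the mean of all tested compounds plus 3 SD, cutoff set per screening run, cut at about 20% in these data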;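 further: peak over basal fluorescence ratio from a 100 s FLIPR kinetic read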
Target sequence (P30559 whole entry, looked up): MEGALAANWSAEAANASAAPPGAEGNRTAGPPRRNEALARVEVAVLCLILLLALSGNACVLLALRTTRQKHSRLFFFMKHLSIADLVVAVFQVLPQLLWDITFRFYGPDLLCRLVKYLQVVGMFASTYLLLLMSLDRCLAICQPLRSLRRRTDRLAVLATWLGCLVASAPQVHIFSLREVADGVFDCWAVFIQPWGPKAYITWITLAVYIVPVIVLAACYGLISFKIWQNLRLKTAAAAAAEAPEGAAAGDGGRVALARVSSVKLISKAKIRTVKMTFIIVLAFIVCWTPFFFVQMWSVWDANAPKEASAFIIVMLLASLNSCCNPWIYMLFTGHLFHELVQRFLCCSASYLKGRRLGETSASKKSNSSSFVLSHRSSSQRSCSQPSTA
IMP-1 inh: IMP-1 metallo-beta-lactamase inhibitors, primary screen, biochemical, epi-absorbance readout, Pseudomonas aeruginosa enzyme. metallo-beta-lactamase IMP-1 (Pseudomonas aeruginosa). 0.45% of 290,000 active. purified IMP-1, nitrocefin hydrolysis, epi-absorbance fluorescence. inhibition, % at 5.6 µM;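 active means inhibition above the mean plus 3 SD of all compounds in the same screening run, cut at about 4.5% in these data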;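 further: 0% = IMP-1 with DMSO and 100% = DMSO wells lacking enzyme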
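System: purified IMP-1 / Input: IMP-1 dispensed at 0.2 nM / Medium: 50 mM HEPES pH 7.1, 50 µM ZnSO4, 0.05% Brij 35 / Timing: 15 min enzyme–compound preincubation, then 25 min nitrocefin reaction, 25 °C / Technique: plate fluorescence quenching by hydrolysis product, ex 480/em 530 nm / Repeats: singlicate testing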
NS3 helicase inh: inhibitors of HCV NS3 helicase, primary screen, biochemical, Cy5 molecular beacon fluorescence | Hepatitis C virus NS3 helicase | NS3 helicase DNA unwinding | inhibition, % at 10.9 µM | 0.56% of 290,000 active | AID 1800, 2009;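 active means inhibition above the mean of all tested compounds plus 3 SD, set per campaign, cut at about 35% in these data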;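 further: 0% = DMSO wells and 100% = thioflavine S control wells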
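assay system = NS3 helicase fragment of HCV | buffer or medium = MOPS pH 6.5, MgCl2, DTT, Tween20, BSA | timing = 60 min unwinding reaction at 25 °C after ATP addition | signal = Cy5 beacon fluorescence read at start and 1 h | read-out basis = % inhibition of unwinding | control set = low DMSO, high thioflavine S at 110 µM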
DNA FID counter: compounds displacing fluorescent DNA intercalator, primary screen, artefact control for HCV NS3 helicase inhibitor project, biochemical, FID fluorescence; DNA fluorescent intercalator displacement; inhibition, % at 7.9 µM; 0.17% of 290,000 active; AID 1845, 2009; in the data active means inhibition above about 37%;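 further: 0% = vehicle and 100% = reference compound; higher means more ethidium bromide displaced from hairpin DNA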
PHOSPHO1 inh: PubChem AID 1565 | Phosphoethanolamine/phosphocholine phosphatase (Homo sapiens), Q8TCT1 | recombinant PHOSPHO1, absorbance phosphatase assay | 1.1% of 290,000 active | inhibition, % at 13.3 µM; in the data active means inhibition above about 60%
V1aR counter: agonists of human V1a receptor, primary screen, counter-screen for OXTR agonist project, fluorescence, CHO-V1R cells. activation, % at 3 µM. Vasopressin V1a receptor (Homo sapiens), P37288. AID 2797, 2010. Fluo-8 calcium fluorescence, agonist mode; 0% DMSO, 100% 3 nM vasopressin. 0.25% of 320,000 active;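 active means activation above the mean activation of all tested compounds plus 3 SD, per screening run, cut at about 20% in these data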;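 further: signal is peak over basal fluorescence ratio across a 100 second FLIPR read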
Target sequence (P37288 whole entry, looked up): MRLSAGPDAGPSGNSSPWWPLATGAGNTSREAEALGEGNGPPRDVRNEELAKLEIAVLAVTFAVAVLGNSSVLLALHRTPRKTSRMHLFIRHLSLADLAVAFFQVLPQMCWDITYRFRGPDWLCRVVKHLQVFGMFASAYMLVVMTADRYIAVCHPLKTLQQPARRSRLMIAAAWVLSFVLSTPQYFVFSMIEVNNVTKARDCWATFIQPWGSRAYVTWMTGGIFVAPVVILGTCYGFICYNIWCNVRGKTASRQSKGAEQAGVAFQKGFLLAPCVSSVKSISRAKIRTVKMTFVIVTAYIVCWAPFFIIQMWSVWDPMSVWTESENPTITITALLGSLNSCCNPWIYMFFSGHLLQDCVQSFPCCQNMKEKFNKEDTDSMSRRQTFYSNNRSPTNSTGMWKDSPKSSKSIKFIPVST
GPR7 antagonist: GPR7 receptor antagonists, primary screen, cell-based, fluorescence, single concentration; inhibition, % at 4.4 µM; 1.1% of 290,000 active; Neuropeptides B/W receptor type 1 (Homo sapiens), P48145; GPR7-expressing cells, fluorescence antagonist assay; AID 1861, 2009; in the data active means inhibition above about 16%, passing the limit was not always enough;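 further: cells stimulated with the agonist NPW; 0% = agonist with vehicle and 100% = vehicle without agonist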
VIM-2 inhibitor: VIM-2 metallo-beta-lactamase inhibitors, primary screen, biochemical, epi-absorbance readout, Pseudomonas aeruginosa enzyme | purified VIM-2, nitrocefin hydrolysis, epi-absorbance fluorescence | inhibition, % at 5.6 µM | 0.89% of 290,000 active | AID 1527, 2009;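 active means inhibition above the mean of all tested compounds plus 3 SD, cutoff set per screening run, cut at about 7.5% in these data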;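 further: red hydrolysis product quenches plate fluorescence so inhibitors raise well fluorescence; 0% = enzyme with DMSO and 100% = DMSO without enzyme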
GalR3 antag: GalR3 antagonists in HEK293 cells, primary screen, cell-based, fluorescence readout | 0.44% of 360,000 active | HEK293 GalR3-CNG cAMP membrane potential fluorescence; galR3 body fused to GalR1 C-terminus | Galanin receptor type 3 (Homo sapiens), O60755 | AID 651719, 2012 | inhibition, % at 3 µM;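 active means inhibition above the screen-wide average plus 3 SD, cut at about 13% in these data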;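 further: forskolin and galanin both at EC90 stimulate the cells; cAMP rise reported by CNG channel membrane potential dye signal; 0% = forskolin plus galanin with DMSO and 100% = forskolin alone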
Target sequence (O60755 1-299 limits assumed): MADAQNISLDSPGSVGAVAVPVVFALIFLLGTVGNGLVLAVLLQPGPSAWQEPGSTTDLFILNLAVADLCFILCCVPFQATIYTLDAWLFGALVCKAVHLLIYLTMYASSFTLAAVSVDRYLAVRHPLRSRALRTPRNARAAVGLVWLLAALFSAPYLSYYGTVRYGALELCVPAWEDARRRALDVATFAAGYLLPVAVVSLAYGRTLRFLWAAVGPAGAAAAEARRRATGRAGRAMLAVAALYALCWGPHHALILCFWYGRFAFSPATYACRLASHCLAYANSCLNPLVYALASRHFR
* = called active by the depositor; / = not tested or not shown.

Start of the data: the first two entries, to show the layout:
SMILES	OXTR ag	IMP-1 inh	NS3 helicase inh	DNA FID counter	PHOSPHO1 inh	V1aR counter	GPR7 antagonist	VIM-2 inhibitor	GalR3 antag
O=C(NCCc1ccccc1)c1ccc(-n2cnnn2)cc1	-0.6	-3.6	-1	-4	-18	0.5	18*	-5.3	-8
CCC1C(=O)NCCN1Cc1nc(-c2ccc(C)s2)oc1C (stereo unspecified)	-1.2	-3.2	5	-7	44	-0.2	-2	-5.3	-4

The whole of this part, previewed entries included:
SMILES	OXTR ag	IMP-1 inh	NS3 helicase inh	DNA FID counter	PHOSPHO1 inh	V1aR counter	GPR7 antagonist	VIM-2 inhibitor	GalR3 antag
O=C(NCCc1ccccc1)c1ccc(-n2cnnn2)cc1	-0.6	-3.6	-1	-4	-18	0.5	18*	-5.3	-8
CCC1C(=O)NCCN1Cc1nc(-c2ccc(C)s2)oc1C (stereo unspecified)	-1.2	-3.2	5	-7	44	-0.2	-2	-5.3	-4
COc1cc2c(cc1OC)C(C(=O)N(C)Cc1ccccc1)C(c1cccnc1)N(C)C2=O (stereo unspecified)	-0.4	-2.1	20	-13	-19	0.6	-10	0.4	2
O=C1CSCN1c1cc(Cl)ccc1Cl	-0.4	0.5	0	-1	4	-0.3	8	-0.3	-6
CCC(=O)Nc1cccc(C(=O)OCC(=O)c2ccccc2Cl)c1	1.5	-3.2	-2	-6	0	-0.2	1	-1.0	-3
CNC(=S)N1N=C(c2ccc(C)cc2)CC1c1ccc(N(C)C)cc1 (stereo unspecified)	-2.0	-1.9	-12	-9	0	0.9	-1	-2.4	-2
Cc1ccc(S(=O)(=O)Nc2ccc3c(c2)nc(CCN2CCOCC2)n3C)cc1	0.6	-5.9	-5	-5	8	0.7	-12	-3.6	-2
CCCCn1nnc(NC(=O)c2ccc(-c3cccc([N+](=O)[O-])c3)o2)n1	-1.7	-1.5	2	-11	-22	-1.3	-5	1.4	/
Cc1cc(C)c(NC(=O)Cn2nnc(C(=O)NCc3cccs3)c2N)c(C)c1	0.1	-2.9	-5	0	-1	0.0	-3	-2.4	-5
Cn1nc(OC(=O)Nc2ccc(F)cc2)cc1C(F)(F)F	8.2	0.0	7	3	1	5.3	6	0.3	1
O=C(c1ccc(CS(=O)Cc2ccc(Cl)cc2)o1)N1CCN(c2ccccc2)CC1 (stereo unspecified)	2.8	-1.4	-9	-61	19	6.4	9	-5.1	2
CC1(C)CNc2cc(N)ccc2S1	-0.3	-3.1	4	-2	11	1.6	-1	-2.7	-5
COC(=O)CCC(=O)Nc1cccc([N+](=O)[O-])c1	0.5	-1.6	10	12	-4	0.8	9	1.4	-2
CC(=O)OCc1c(C)cc(C)c(/C=C(/C#N)C(N)=O)c1C	-0.3	-1.1	5	-2	37	-0.4	4	-1.1	-3
O=S(=O)(c1ccc(Br)cc1)N1CCn2c(nc3ccccc32)C1	-2.2	-5.7	0	-1	-2	-1.2	-19	-4.5	/
COc1ccc2c(OC)cc(-c3ccccc3)nc2c1	-3.0	-2.2	-2	-6	-21	-0.4	-12	-1.2	-1
COc1ccc(Cn2c(=O)[nH]c3cc(C(=O)NCCc4ccc(S(N)(=O)=O)cc4)ccc3c2=O)cc1	0.3	-1.6	0	-5	22	0.9	-5	-0.4	-5
CS(=O)(=O)N(CC(=O)N1CCN(Cc2ccccc2)CC1)Cc1ccccc1	1.2	0.2	-2	-15	-18	0.7	16*	-2.2	-9
Cc1ccc(NC(=O)CN(C)CC(=O)Nc2cccc(F)c2)cc1[N+](=O)[O-]	9.1	-3.8	-1	-16	23	7.8	-4	-2.5	4
Cc1ccc(CS/C(Nc2ccccc2C)=C(\C#N)C(=O)NCc2ccco2)c(C)c1	1.0	-1.7	5	-8	21	1.1	-15	-0.1	-3
COc1cccc(CN(C(=O)COc2ccc(Cl)cc2)C2CCS(=O)(=O)C2)c1 (stereo unspecified)	0.6	-3.1	-1	-39	22	1.4	0	-2.1	-9
COc1cccc(Nc2c3c(nc4c(-c5ccccc5)c(C)nn24)CCC3)c1	-0.8	-4.7	-2	-18	7	0.5	-25	-3.3	-3
CSc1nnc(Cc2cc(=O)[nH]c(=O)[nH]2)n1-c1cccc(C)c1	-0.3	-0.2	14	-4	14	-0.1	-5	-0.6	-1
COc1ccc(OC)c(NC(=O)COC(=O)/C=C/c2ccccc2Cl)c1	0.9	-2.3	-13	-5	14	1.0	-3	-1.6	-11
COc1ccc(C2OCC3(CO2)SC(=O)NC3=O)cc1 (stereo unspecified)	-0.6	-1.4	0	-2	1	2.8	-1	-4.7	-5
O=S1(=O)CCO[C@H]2Cc3ccccc3[C@H]2N1Cc1ccccc1F	-2.1	-1.6	19	-31	-13	-0.3	-5	-3.6	-4
COc1ccc(N=Cc2sc3ccccc3c2Cl)cc1	-0.5	-3.6	6	1	27	-0.2	-12	-2.2	-2
O=C(O)CCCCCN1C(=O)/C(=C\c2ccncc2)SC1=S	-0.3	-1.3	4	-14	-21	1.5	-12	-4.5	-3
S=c1[nH]nc(-c2cccnc2)n1/N=C/C=C/c1ccccc1	-0.1	-0.1	-1	-13	67*	-0.7	-12	4.7	-6
N#Cc1ccc(Cl)cc1NC(=O)COC(=O)[C@H](CCC(N)=O)NC(=O)c1ccc(F)cc1	-0.7	-1.9	3	-6	-3	-0.9	-5	-1.7	3
COCCNc1nc(C)c(C(C)=O)s1	-0.1	-1.3	2	2	32	0.9	-14	1.0	-5
Nc1[nH]n2c(=O)c3c(nc2c1N=Nc1ccccc1)CCCC3	-2.2	-0.7	1	-12	6	-1.7	-15	-4.1	61*
CC1CCCN(C(=O)c2ccc(COc3ccccc3Br)cc2)C1 (stereo unspecified)	-1.8	-4.7	1	-12	28	0.1	16	-2.8	0
COc1ccccc1-n1c(SCC(N)=O)nc2sc3c(c2c1=O)CCC3	-0.1	-3.3	4	-11	2	0.1	-4	-1.7	-4
CCOc1ccc(N2C(=O)CC(Sc3ncccn3)C2=O)cc1 (stereo unspecified)	-0.4	-2.4	-4	1	6	-1.1	-8	0.3	3
CNc1c([N+](=O)[O-])cnn1-c1cccc(Cl)n1	-0.5	-0.2	7	1	41	-0.1	-15	0.9	-3
Oc1c(C(c2cccs2)N2CCN(c3ccc(F)cc3)CC2)sc2ncnn12 (stereo unspecified)	-0.1	-2.3	1	-23	19	1.3	10	-3.4	/
CSc1ccc(CCNS(=O)(=O)c2c(C)[nH]c(C)c2C(=O)N2CCCCC2)cc1	0.6	-1.5	-9	-42	7	1.5	7	-1.7	-9
COCCSc1ccccc1C(=O)Nc1ccc2c(c1)OCCO2	0.8	-0.6	-4	2	10	0.1	-3	-3.9	-3
O=C(NCc1ccco1)C1CCN(S(=O)(=O)Cc2ccccc2)CC1	1.1	-3.5	-1	-1	-3	0.1	-10	-2.5	1
O=C(COc1ccccc1Cl)N1CCCC1	-0.5	-0.5	-1	-1	-18	0.4	-17	-0.4	-1
Cc1nn(C)cc1CN(C)C(=O)CC12CC3CC(CC(C3)C1)C2	-0.8	-3.4	-2	-27	-16	1.2	0	0.2	-4
CCn1c(CNc2ccc(OC)cc2)nnc1SCC(=O)c1ccc(OC)cc1	1.6	-2.4	-10	-13	35	2.3	10	-4.5	-5
CC1(C)CC(=O)C2=C(C1)N(CC1CCCO1)C(=O)C2(NC(=O)c1cccnc1)C(F)(F)F (stereo unspecified)	0.2	-1.0	4	-4	6	0.6	-4	-0.1	-5
CCOC(=O)Cn1c2ccc(C)cc2c2nc(C)sc21	-1.1	-1.3	1	-8	-16	-0.7	-10	-1.8	-4
Cc1ccccc1-n1c(-c2cccnc2)n[nH]c1=S	0.6	-2.6	3	-7	-26	1.0	-5	2.1	/
COc1ccc(S(=O)(=O)CCC(=O)Nc2c(C)cccc2C)cc1	-0.5	-0.1	7	-5	42	0.3	8	-0.1	-1
O=C(Nc1cccc(Cl)c1)Nc1ccc2c(c1)OCO2	10	-2.2	-2	20	-8	9.9	-11	-2.4	-1
CCCCCCc1ccc(OC(=O)c2ccncc2)cc1	-0.2	-3.6	0	-21	-28	0.1	-14	0.2	-4
CN1CCN(S(=O)(=O)c2ccc3c(c2)OCCO3)CC1	-0.1	-1.4	1	3	16	0.8	0	-1.4	-4
N#C/C(=C\c1cccnc1)C(=O)Nc1ccc(SC(F)F)cc1	1.2	-1.7	-1	-2	29	1.1	-7	-3.3	-13
COc1ccc(CCC(=O)NCc2cn3ccccc3n2)cc1	0.7	-3.4	3	-11	42	0.1	-4	-5.9	-5
CCOc1ncccc1C(=O)N(C)CC1COc2ccccc2O1 (stereo unspecified)	-0.1	-2.3	0	-8	8	0.2	0	-4.6	-1
NC(=S)NNC(=O)c1ccccc1	0.4	-2.4	9	0	-12	0.7	12	-3.3	-4
O=C1C2CC=C(Cl)CC2C(=O)N1CNc1ccccn1 (stereo unspecified)	0.3	-1.3	-7	0	8	1.4	-9	-1.5	-1
CC1CCCCC12NC(=O)N(CC(=O)Nc1ccccc1N1CCOCC1)C2=O (stereo unspecified)	0.5	-3.1	9	-15	37	0.3	-8	-0.1	-4
COc1ccc(C(=O)Nc2ccc(N3CCCC3)cc2)cc1	-0.8	-2.9	-21	-3	38	-0.4	-4	-3.9	2
CCOc1ccc(OCc2ccc(C(=O)O)o2)cc1	0.4	-3.2	0	-3	-7	0.6	-7	-1.7	-2
CCCC(=O)Nc1ccc(-c2csc(N/N=C\c3ccncc3)n2)cc1	0.4	-1.3	38*	-8	14	1.3	5	-0.1	-1
O=C(COc1ccccc1)Nc1ccc(S(=O)(=O)Nc2ncccn2)cc1	-0.7	-3.0	9	-10	9	-0.8	-3	-0.9	-5
Remaining list, next part
SMILES	OXTR ag	IMP-1 inh	NS3 helicase inh	DNA FID counter	PHOSPHO1 inh	V1aR counter	GPR7 antagonist	VIM-2 inhibitor	GalR3 antag
CC(=O)Nc1ccc(NC(=O)COC(=O)c2c3c(nc4ccccc24)CCN(Cc2ccccc2)C3)cc1	2.5	-1.4	-25	-18	-12	1.9	-5	0.9	2
CCOc1ccc(-c2cn(-c3cccc(SC)c3)c(=O)[nH]2)cc1	9.0	-1.8	8	-9	5	12	11	-1.9	-3
COc1ccc(N(C(=O)C(C)C)S(=O)(=O)c2cccc([N+](=O)[O-])c2)cc1	-2.2	-3.4	-4	3	39	-0.6	-19	-1.9	-4
Cc1ccc(CSCCNS(=O)(=O)c2ccc(C)cc2)cc1	-1.6	-1.8	-11	-19	-15	0.1	-7	-2.2	-3
CCOC(=O)N1CCC(NC(=O)CN2C(=O)COc3ccc(C(C)(C)C)cc32)CC1	-0.2	-4.0	-2	-33	16	0.0	-12	-1.3	-10

Source: PubChem BioAssay
